ZTA counter: blocks Epstein-Barr virus ZTA, an EBNA-1 counter-screen; AID 2234; hit rate 0.15% among 320,000; ZTA-DNA binding, fluorescence polarization; inhibition, % at 11 µM; in the data active = inhibition above about 33%
PAFAH2 FP inh: PAFAH2 enzyme inhibitors, primary screen, biochemical, fluorescence polarization, human; recombinant PAFAH2, FP-rhodamine activity probe; AID 492956, 2010; hit rate 0.99% among 340,000; inhibition, % at 3.39 µM;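 active = inhibition above the mean over all tested compounds plus 3 SD, cut at about 30% in these data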;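 also: inhibitors block probe labeling of enzyme so polarization drops; 0% = enzyme with DMSO and 100% = wells lacking PAFAH2 protein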
LYPLA2 counter: LYPLA2 inhibitors, primary screen, counter-screen for PME1 inhibitor project, biochemical, fluorescence polarization, FP-Rh probe ABPP | Acyl-protein thioesterase 2 (Homo sapiens), O95372 | recombinant LYPLA2 | inhibition, % at 5.9 µM | hit rate 0.38% among 320,000 | AID 2177, 2009;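 active = inhibition above the screen-wide mean plus 3 SD, limit set per campaign, cut at about 26% in these data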;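 also: 0% = LYPLA2 with DMSO and 100% = wells lacking LYPLA2 enzyme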
EBNA-1 inh: EBNA-1 DNA-binding inhibitors, primary screen, biochemical, fluorescence polarization; inhibition, % at 14.8 µM; hit rate 0.34% among 300,000; AID 1950, 2009; in the data active = inhibition above about 28%
PREPL inh: PREPL enzyme inhibitors, primary screen, biochemical, fluorescence polarization; inhibition, % at 5.96 µM; AID 2751, 2010; recombinant PREPL, fluorescence polarization activity-based probe; hit rate 0.68% among 320,000; Prolyl endopeptidase-like (Homo sapiens), Q4J6C6; in the data active = inhibition above about 43%;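 also: 0% = enzyme with DMSO and 100% = wells lacking enzyme; many of its hits are not listed in these tables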
Target sequence (Q4J6C6 whole entry, looked up): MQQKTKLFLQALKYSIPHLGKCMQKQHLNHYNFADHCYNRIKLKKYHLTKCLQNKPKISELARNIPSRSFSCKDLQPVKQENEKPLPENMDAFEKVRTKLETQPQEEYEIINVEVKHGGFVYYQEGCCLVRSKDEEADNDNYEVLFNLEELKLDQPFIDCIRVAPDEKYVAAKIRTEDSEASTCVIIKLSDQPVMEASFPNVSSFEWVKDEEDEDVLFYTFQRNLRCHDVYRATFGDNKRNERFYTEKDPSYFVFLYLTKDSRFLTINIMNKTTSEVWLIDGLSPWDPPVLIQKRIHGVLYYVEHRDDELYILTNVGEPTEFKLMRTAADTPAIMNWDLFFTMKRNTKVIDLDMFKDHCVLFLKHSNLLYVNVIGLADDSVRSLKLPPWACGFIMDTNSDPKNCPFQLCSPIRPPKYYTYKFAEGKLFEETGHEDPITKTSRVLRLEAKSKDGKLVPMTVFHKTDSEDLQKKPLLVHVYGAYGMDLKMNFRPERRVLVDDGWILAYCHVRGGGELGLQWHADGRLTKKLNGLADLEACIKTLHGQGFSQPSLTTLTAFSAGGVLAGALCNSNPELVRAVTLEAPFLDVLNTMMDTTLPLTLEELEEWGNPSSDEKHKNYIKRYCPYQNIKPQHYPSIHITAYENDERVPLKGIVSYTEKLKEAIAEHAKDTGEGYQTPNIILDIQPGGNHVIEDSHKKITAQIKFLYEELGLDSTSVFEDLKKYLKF
PAFAH1B2 FP inh: PAFAH1B2 enzyme inhibitors, primary screen, biochemical, fluorescence polarization, human. hit rate 1.2% among 340,000. recombinant PAFAH1B2, FP-rhodamine activity probe. inhibition, % at 3.39 µM. AID 492953, 2010. Platelet-activating factor acetylhydrolase IB subunit alpha2 (Homo sapiens), P68402;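 active = inhibition above the mean of all tested compounds plus 3 SD, cut at about 24% in these data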;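 also: 0% = enzyme with DMSO and 100% = wells lacking PAFAH1B2; many of its hits are not listed in these tables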
LYPLA1 counter: LYPLA1 inhibitors, primary screen, counter-screen for PME1 inhibitor project, biochemical, fluorescence polarization, FP-Rh probe ABPP; Acyl-protein thioesterase 1 (Homo sapiens), O75608; recombinant LYPLA1; inhibition, % at 5.9 µM; hit rate 0.16% among 320,000;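 active = inhibition above the mean of all tested compounds plus 3 SD, set per campaign, cut at about 14% in these data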;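 also: inhibitors block serine hydrolase probe labeling of LYPLA1 so polarization falls; 0% = enzyme with DMSO and 100% = wells lacking LYPLA1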
pPAFAH inh: pPAFAH enzyme inhibitors, primary screen, biochemical, fluorescence polarization, human | recombinant pPAFAH, FP-rhodamine probe fluorescence polarization | inhibition, % at 3.39 µM | hit rate 1.5% among 330,000;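 active = inhibition above the mean inhibition across the screen plus 3 SD, cut at about 25% in these data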;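 also: inhibitors block binding of the rhodamine activity-based probe so polarization drops; 0% = enzyme with DMSO and 100% = wells lacking pPAFAH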
PAFAH1B3 FP inh: PAFAH1B3 enzyme inhibitors, primary screen, biochemical, fluorescence polarization, human; recombinant PAFAH1B3, FP-rhodamine probe; Platelet-activating factor acetylhydrolase IB subunit alpha1 (Homo sapiens), Q15102; inhibition, % at 3.39 µM; hit rate 0.28% among 340,000;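 active = inhibition above the screen-wide average of all tested compounds plus 3 SD, cut at about 25% in these data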;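 also: 0% = enzyme with DMSO only and 100% = wells lacking PAFAH1B3 protein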
Target sequence (Q15102 whole entry, looked up): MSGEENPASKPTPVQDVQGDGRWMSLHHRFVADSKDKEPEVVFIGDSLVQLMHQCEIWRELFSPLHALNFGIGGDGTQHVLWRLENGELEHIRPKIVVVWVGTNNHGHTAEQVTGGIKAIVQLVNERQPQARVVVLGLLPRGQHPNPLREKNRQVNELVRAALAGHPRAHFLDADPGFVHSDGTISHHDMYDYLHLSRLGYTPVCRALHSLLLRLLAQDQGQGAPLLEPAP
The depositor's hits bear a star; nt = no result given. An excerpt; the hit share may differ from the screen's.

Below each SMILES: ZTA counter	PAFAH2 FP inh	LYPLA2 counter	EBNA-1 inh	PREPL inh	PAFAH1B2 FP inh	LYPLA1 counter	pPAFAH inh	PAFAH1B3 FP inh
> CCOC(=O)c1c(-c2ccccc2)c(C(C)=O)c(=O)n(C)c1C
  -1.8	-2.7	-1.5	-6.5	13.9	3.7	1.8	5.8	4.4
> CCOc1ccc(OCCN2C(=O)NC3(CCCc4ccccc43)C2=O)cc1 (stereo unspecified)
  -8.9	-0.8	11.6	1.8	0.5	-1.2	-5.9	3.6	1.9
> CCOc1ccccc1C(=O)NC(C(=O)NCc1ccc(F)cc1)C(C)C (stereo unspecified)
  10.3	5.4	-0.5	0.9	-3.8	1.6	-2.0	3.4	-3.4
> COc1ccc(-c2nc3ccccc3c(=O)n2CCOc2cccc(C)c2C)cc1
  4.7	-4.2	-0.5	18.2	-16.2	2.0	0.6	1.9	14.0
> Cc1oc(C)c(C(=O)O)c1COc1ccc(C(=O)O)cc1
  -8.1	3.5	5.8	-0.8	-1.7	1.8	-0.8	-3.2	1.4
> CCCC(=O)Nc1cc2c(cc1C(C)=O)OCCO2
  -8.2	-3.7	-1.0	-9.8	9.8	0.9	1.9	0.1	2.7
> O=C1NC[C@@H](c2ccccc2)OC(=O)[C@@H](Cc2ccc(F)cc2)CC/C=C/C[C@@H]1CC(=O)N(CCO)Cc1ccccc1
  nt	3.7	nt	nt	14.0	13.8	nt	-0.1	8.4
> CC(=O)SCCC(=O)Nc1ccccc1
  -5.6	-3.1	6.2	5.5	10.8	0.9	0.7	6.5	25.9*
> O=C(CN1C(=O)NC2(CCCC2)C1=O)OCCOc1cccc(Br)c1
  -23.7	-9.8	-7.0	-10.2	10.8	1.4	-4.3	-0.3	4.0
> O=C(O)CC1(CC(=O)Nc2cc(C(F)(F)F)cc(C(F)(F)F)c2)CCCCC1
  7.0	nt	1.9	8.3	-1.2	nt	-1.7	10.1	nt
> CCn1c(-c2ccccc2)csc1=Nc1ccc(O)cc1
  3.9	-10.9	-2.1	1.0	13.6	2.6	-2.2	8.1	9.4
> COc1cccc(CC(=O)NNC(=O)c2c(-c3ccccc3)noc2C)c1
  6.0	nt	1.1	4.7	11.8	nt	1.6	-0.2	nt
> Cc1cc(C)c(S(=O)(=O)N2CCCC(C(=O)NCc3cccnc3)C2)c(C)c1 (stereo unspecified)
  -13.1	4.1	-2.7	-2.4	-6.3	3.1	-0.3	8.9	6.7
> CCN(CC)CCNC(=O)/C(=N\O)c1ccccn1
  -17.2	5.5	4.5	-6.6	-1.5	8.9	0.4	2.7	4.4
> CCc1ccccc1NC1=NCC(=O)N1Cc1ccccc1
  -3.0	-0.5	2.6	-2.0	-1.9	4.7	-4.3	3.8	14.7
> O=C(COC(=O)c1ccccc1-c1nc2ccccc2s1)NC1CCS(=O)(=O)C1 (stereo unspecified)
  1.3	-6.1	-6.9	7.1	0.4	1.7	-0.4	-0.4	-0.8
> COn1c(=O)c(-c2ccccc2)[n+]([O-])c2ccccc21
  -5.1	-1.9	1.3	1.9	16.7	5.3	0.9	2.4	-3.0
> Cc1cccc(NC(=O)Cc2ccc(F)cc2)c1
  5.6	1.5	7.8	-3.8	-5.3	5.0	2.2	5.6	5.7
> O=C(O)CSC1=NC(=Nc2ccc(Cl)cc2)C2(CCCCC2)N1c1cccc(C(=O)O)c1
  4.4	3.5	4.8	4.0	0.0	22.0	1.0	1.5	3.0
> Nn1c(SCC(=O)Nc2ccc3c(c2)OCCO3)nnc1-c1ccncc1
  -3.1	0.1	-5.9	2.6	2.9	-5.3	-1.3	-1.2	2.4
> COc1ccc(C(=O)COC(=O)[C@H](C)Nc2ccc(C(F)(F)F)cc2[N+](=O)[O-])c(OC)c1
  -15.0	7.9	2.2	-6.6	-7.5	-0.6	0.1	5.7	3.4
> COc1cc(OC)cc(C(=O)NNC(=O)NC2CCCCC2)c1
  -5.2	4.1	0.8	4.3	2.4	5.8	-1.3	-0.5	1.4
> CCCN1CCC(=O)N(CCO)CC1
  2.0	0.6	-1.0	-7.5	-3.1	0.4	-2.2	-3.5	3.4
> CCOc1ccc(C2=C(C=C(C#N)C#N)C(c3ccccc3)c3ccccc3O2)cc1 (stereo unspecified)
  10.2	3.1	-8.7	-6.7	-0.3	3.4	-9.3	-0.4	4.8
> O=C(NC1CCCC1)C(=O)N(Cc1cccnc1)C(C(=O)NC1CCCC1)c1ccco1 (stereo unspecified)
  0.9	11.8	3.9	2.4	13.7	-4.3	-0.9	-1.2	3.9
> CCOC(=O)c1[nH]c(CSc2nnnn2-c2ccccc2C)c(C(=O)OCC)c1C
  -6.0	-5.4	-1.7	-0.6	-3.0	-10.6	-1.2	3.2	3.7
> CCc1ccc(-c2cn3nc(C)c(C)nc3n2)cc1
  -2.9	-9.8	-6.1	4.1	3.2	0.9	-1.4	0.1	1.5
> CCOC(=O)N1CCN(c2nc(N(c3ccccc3)c3ccccc3)nc(-n3ccnc3)n2)CC1
  0.5	nt	4.3	1.0	0.7	nt	0.6	5.1	nt
> O=C1COc2ccc(C(=O)COC(=O)c3cnc(Cl)c(Cl)c3)cc2N1
  6.7	5.1	0.8	14.4	12.8	-1.0	-3.9	1.1	4.2
> COC(=O)CC1C(=O)NCCN1C(=O)c1ccc(Cl)cc1 (stereo unspecified)
  -4.8	8.3	-1.3	-10.3	-6.5	10.6	-5.0	-8.6	4.0
> CC(Sc1ncc(C(F)(F)F)cc1Cl)C(=O)NCC1CCCO1 (stereo unspecified)
  6.1	6.9	8.6	-4.3	9.2	0.3	2.5	2.4	10.8
> COc1cccc(-c2ncc3ccccc3c2COC(=O)c2ccc(C(F)(F)F)cc2)c1
  -5.0	-7.3	4.2	nt	1.4	-4.7	0.3	2.9	12.9
> O=C(COC(=O)c1cccs1)NCC1CCCO1 (stereo unspecified)
  10.4	35.4*	6.9	7.2	1.8	2.9	-3.7	4.7	0.1
> COc1ccc(-c2ccc3c(c2)S(=O)(=O)c2cccc(C(=O)NCc4cccc(OC(F)(F)F)c4)c2C3=O)cc1OC
  nt	0.5	nt	nt	-1.8	-6.5	nt	3.2	-0.1
> Cn1nc(C(F)(F)F)c(-c2cccc(C(F)(F)F)c2)c1NC(=O)c1cccnc1
  4.1	nt	-4.0	-2.1	-8.4	nt	-1.4	-0.6	nt
> O=C(CN1C(=O)c2cccc3cccc(c23)C1=O)N1CCCCCC1
  -1.6	7.6	15.7	-11.5	2.8	4.3	-4.5	1.7	6.4
> CCN(C[C@H]1N[C@@](Cc2ccccc2)(C(=O)OC)[C@H]2C(=O)N(Cc3ccccc3)C(=O)[C@@H]12)C(=O)C1CCCCC1
  nt	7.7	nt	nt	22.2	1.6	nt	-3.2	3.5
> O=C(CC1NC2CCCCC2NC1=O)Nc1ccc2c(c1)OCO2 (stereo unspecified)
  6.9	1.2	11.1	1.2	5.4	7.4	2.7	6.9	10.6
> O=c1[nH]n(-c2ccc(F)cc2)c2ncccc12
  -12.8	8.2	13.4	-8.0	15.2	4.4	1.0	3.6	0.4
> CCOC(=O)C1=C(N)Oc2c(c(=O)[nH]c3ccccc23)C1c1ccccc1 (stereo unspecified)
  7.4	13.6	-3.9	21.4	-9.9	5.1	1.1	-1.1	9.4
> CC(C)(C)n1c(O)c2ccc(C(=O)N=NC(=O)c3ccccc3)cc2c1O
  -7.2	-1.8	10.0	11.2	12.7	-3.0	-1.6	-1.2	-6.7
> COc1ccccc1N1CCN(C(=O)/C=C/c2cccc([N+](=O)[O-])c2)CC1
  0.6	0.8	-3.6	-8.5	6.7	-0.3	-1.1	-0.1	1.6
> CCOC(=O)C1CCCN(C(=O)c2ccc3c(=O)n(CCOC)c(=S)[nH]c3c2)C1 (stereo unspecified)
  -10.6	-4.0	8.5	0.7	-5.6	2.1	0.4	4.2	5.0
> COCCn1c(SCC(=O)Nc2ccc(OC)c(S(N)(=O)=O)c2)nc2ccccc21
  -1.5	-2.9	0.6	8.3	-0.2	0.0	-3.3	0.3	-2.3
> COC(=O)c1ccccc1Sc1snnc1C
  5.6	9.0	-3.3	3.2	3.1	3.9	-1.7	-1.4	-0.8
> CCOC(=O)c1ccc2c(c1)N(C)C(=O)c1ccccc1S2
  7.9	-0.1	4.6	5.9	-7.9	7.8	1.2	7.3	7.7
> CC(=O)c1cc(F)c(N2CCOCC2)cc1C
  -7.1	5.3	7.8	-0.9	9.7	-2.0	4.0	3.6	9.8
> Cn1c(-c2ccncc2)nc2ccccc21
  4.9	-0.7	1.9	10.5	-3.2	0.8	-3.2	-3.2	11.0
> Cc1ccc(C(=O)/C=C\Nc2ccc(C)c(C)c2)cc1
  13.3	6.8	-2.8	4.8	-51.8	-0.4	-2.2	0.1	0.0
> O=C(NCCc1ccccc1)c1noc2c1CCCCC2
  0.1	0.6	0.3	-6.8	3.5	6.3	1.1	3.8	9.3

Next entries follow.
Below each SMILES: ZTA counter	PAFAH2 FP inh	LYPLA2 counter	EBNA-1 inh	PREPL inh	PAFAH1B2 FP inh	LYPLA1 counter	pPAFAH inh	PAFAH1B3 FP inh
> O=C(COC(=O)Cc1cccs1)NCc1ccc(F)cc1
  4.5	6.9	3.6	6.8	4.5	-0.9	3.0	23.3	9.0
> COc1ccc(CNc2cc(C)ccn2)c(O)c1
  -0.4	-3.1	11.9	-7.0	-8.2	1.8	0.8	5.2	10.4
> CCOc1ccccc1NC(=O)CSc1nc2ccccc2nc1N1CCCC1
  17.8	1.1	-2.1	8.2	-0.8	0.7	-0.4	4.1	2.4
> Cc1cccc(C)c1NC(=O)CS(=O)CC(=O)NCCCc1ccccc1 (stereo unspecified)
  6.6	6.7	4.0	-9.7	5.2	8.3	-0.4	6.1	6.1
> Cc1ccsc1/C=N/Nc1cccc(C(=O)O)c1
  -1.0	8.0	0.9	3.7	2.5	8.8	0.1	8.0	5.7
> CCOc1cc(CNCc2ccncc2)cc(Br)c1OCc1ccc(F)cc1
  -14.3	-6.4	0.9	-5.1	-1.7	0.3	-0.1	-0.6	2.7
> Cc1cc(C=C(C#N)C#N)c(C)n1-c1ccccc1
  2.2	0.8	-7.3	-1.8	3.0	0.9	0.2	0.8	7.9
> COc1cccc(CNc2ccc([N+](=O)[O-])cc2Cl)c1O
  -14.1	6.0	3.9	3.5	22.0	11.4	0.0	9.1	4.3
> O=C1CCC(C(=O)N2CCN(c3cnccn3)CC2)CN1CCc1cccc(F)c1 (stereo unspecified)
  -5.0	-3.3	1.1	7.9	5.8	-1.9	-0.8	-8.0	4.4
> CN1CCN(C(=O)C2CCCN(S(=O)(=O)c3ccc(Br)cc3)C2)CC1 (stereo unspecified)
  -10.9	3.8	1.4	-5.0	21.6	3.8	-1.3	0.9	3.9
> O=C(C/C(=N/O)c1ccccc1O)C(F)F
  11.9	-8.0	2.6	-0.4	-6.0	9.6	2.0	1.9	9.9
> O=C(c1ccccc1)c1ccc(OCCCCN2CCCCC2)cc1
  -15.0	2.5	11.2	-3.0	-1.4	1.8	0.1	-0.1	7.5
> COC(=O)c1cc(S(=O)(=O)N2CCCC2)c(Cl)cc1Cl
  -9.8	-1.5	9.6	12.1	-1.2	3.6	1.4	-4.7	4.2

Source: PubChem BioAssay (The Scripps Research Institute Molecular Screening Center)
